SMARCA2 activ – SMARCA2 (BRM) function activators, primary screen, cell-based, luminescence, high throughput. activation, % at 9.1 µM. hit rate 1% among 370,000. MG213 cells, MMTV-luciferase reporter, dexamethasone, overnight; in the data active = activation above about 7.8%;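 note: 0% = vehicle wells and 100% = reference activator wells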
MBD2 inh – inhibitors of MBD2 binding to methylated DNA, primary screen, biochemical, TR-FRET, DNA-binding domain, human | Methyl-CpG-binding domain protein 2 (Homo sapiens), Q9UBB5 | MBD2 binding to methylated oligonucleotide | inhibition, % at 4.4 µM | hit rate 0.31% among 370,000; in the data active = inhibition above about 13%
DAX1 inh-1 – DAX1 (NR0B1) inhibitors on StAR promoter, primary screen, cell-based, luminescence, SF-1 (NR5A1), full-length DAX-1 | HEK293T StAR-luciferase reporter, SF-1/DAX-1 repression relief | inhibition, % at 6.8 µM | hit rate 1.1% among 370,000 | AID 652010, 2013;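 active = inhibition above the mean over all tested compounds plus 3 SD, cut at about 3.6% in these data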;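 note: 0% = DAX-1 cells with DMSO and 100% = cells lacking DAX-1 with DMSO; higher inhibition means more luminescence from relief of DAX-1 repression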
PLCg1 inh – PLC-gamma1 enzyme inhibitors, primary screen, biochemical, fluorescence, purified enzyme; fluorogenic substrate; hit rate 0.84% among 370,000; AID 720700, 2013; 1-phosphatidylinositol 4,5-bisphosphate phosphodiesterase gamma-1 (Homo sapiens), P19174; inhibition, % at 12.2 µM; in the data active = inhibition above about 9.5%
PLC-beta3 inh – human PLC-beta3 inhibitors, primary screen, biochemical, fluorescence; 1-phosphatidylinositol 4,5-bisphosphate phosphodiesterase beta-3 (Homo sapiens), Q01970; Purified PLC-beta3, fluorogenic substrate; inhibition, % at 12.2 µM; hit rate 0.18% among 370,000; AID 720704, 2013; in the data active = inhibition above about 11%;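 note: 0% = median of compound wells on plate and 100% = full blocker control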
Target sequence (Q01970 whole entry, looked up): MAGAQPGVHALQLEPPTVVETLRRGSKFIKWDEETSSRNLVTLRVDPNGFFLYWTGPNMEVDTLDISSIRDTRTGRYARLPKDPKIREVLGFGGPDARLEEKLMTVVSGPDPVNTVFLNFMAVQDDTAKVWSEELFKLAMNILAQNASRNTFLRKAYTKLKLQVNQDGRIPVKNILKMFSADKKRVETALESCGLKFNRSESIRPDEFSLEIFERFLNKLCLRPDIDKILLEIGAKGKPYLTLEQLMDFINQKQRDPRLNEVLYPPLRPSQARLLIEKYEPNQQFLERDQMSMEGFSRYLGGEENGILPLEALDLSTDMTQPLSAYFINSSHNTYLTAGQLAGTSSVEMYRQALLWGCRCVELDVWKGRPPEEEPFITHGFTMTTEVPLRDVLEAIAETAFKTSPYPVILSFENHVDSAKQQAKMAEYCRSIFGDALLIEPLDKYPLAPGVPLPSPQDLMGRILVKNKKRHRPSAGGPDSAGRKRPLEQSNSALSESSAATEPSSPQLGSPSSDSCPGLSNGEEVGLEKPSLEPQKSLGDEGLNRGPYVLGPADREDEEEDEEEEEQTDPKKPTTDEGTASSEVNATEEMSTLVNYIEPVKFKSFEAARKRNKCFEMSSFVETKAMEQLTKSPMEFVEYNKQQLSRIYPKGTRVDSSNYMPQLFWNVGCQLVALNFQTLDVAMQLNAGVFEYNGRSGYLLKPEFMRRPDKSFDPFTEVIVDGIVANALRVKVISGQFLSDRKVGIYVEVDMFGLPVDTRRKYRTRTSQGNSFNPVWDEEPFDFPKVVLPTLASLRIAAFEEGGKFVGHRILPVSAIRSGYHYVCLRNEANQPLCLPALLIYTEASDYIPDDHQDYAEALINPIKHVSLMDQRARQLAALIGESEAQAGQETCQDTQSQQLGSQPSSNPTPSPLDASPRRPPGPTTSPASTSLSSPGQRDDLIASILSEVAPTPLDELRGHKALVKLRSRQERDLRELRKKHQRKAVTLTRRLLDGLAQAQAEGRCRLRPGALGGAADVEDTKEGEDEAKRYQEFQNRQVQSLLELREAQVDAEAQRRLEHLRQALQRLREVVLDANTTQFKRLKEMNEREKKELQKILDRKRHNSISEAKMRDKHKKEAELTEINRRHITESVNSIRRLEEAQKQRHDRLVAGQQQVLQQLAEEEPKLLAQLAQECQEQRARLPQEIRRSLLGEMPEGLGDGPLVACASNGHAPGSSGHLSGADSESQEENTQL
Rev-erbA mod – modulators of Rev-erb alpha DNA binding, primary screen, biochemical, FITC-DNA, fluorescence polarization, uHTS. Nuclear receptor subfamily 1 group D member 1 (Homo sapiens), P20393. Rev-erbα–FITC-DNA binding, 90 min. activity, % at 10 µM. hit rate 0.79% among 370,000;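 active = activity above about 14%, limit read from the data; passing the limit was not always enough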;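 note: 0% = DMSO wells with 35 nM protein and 100% = DMSO wells with 750 nM protein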
DAX1 inh-2 – DAX1 (NR0B1) inhibitors, primary screen, cell-based, HEK293, Gal4-DAX1, luciferase luminescence; Nuclear receptor subfamily 0 group B member 1 (Homo sapiens), P51843; HEK293 Gal4-DAX1 luciferase reporter; inhibition, % at 6.75 µM; hit rate 0.99% among 340,000; AID 504766, 2011;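 active = inhibition above the mean over all tested compounds plus 3 SD, cut at about 4.2% in these data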;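 note: 0% = DAX1-transfected cells with DMSO and 100% = empty-vector control cells with DMSO; inhibition shows as a rise in luminescence from relieved DAX1 repression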
ADAM17 inh – ADAM17 inhibitors, primary screen, biochemical, QFRET. recombinant ADAM17, EDANS/DABCYL FRET peptide cleavage. inhibition, % at 6.95 µM. AID 720648, 2013. hit rate 0.83% among 370,000. Disintegrin and metalloproteinase domain-containing protein 17 (Homo sapiens), P78536;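 active = inhibition above the mean of compounds lying between control limits plus 3 SD, set per campaign, cut at about 8.5% in these data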;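 note: 0% = DMSO-only wells as the low control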
hcDAF-12 act – H. contortus DAF-12 nuclear receptor activators, primary screen, cell-based, luminescence, HEK293, lit1-tk-luc reporter; HEK293 hcDAF-12 lit1-tk-luc reporter; 0% DMSO, 100% Δ7-dafachronic acid; activation, % at 6.8 µM; hit rate 1.4% among 370,000;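 active = activation above the mean of all tested compounds plus 3 SD, cut at about 5.5% in these data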;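 note: 100% = response to 3 µM Δ7-dafachronic acid high control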
hgDAF-12 ag – H. glycines DAF-12 receptor agonists, primary screen, cell-based, luminescence, HEK293, GAL4 fusion, UAS-luciferase; activation, % at 6.8 µM; hit rate 1.8% among 370,000; AID 687014, 2013; Nuclear hormone receptor DAF-12 (Heterodera glycines), GAL4 fusion; HEK293 GAL4-hgDAF12 UAS-luciferase reporter, agonist luminescence; normalized to butyrate control;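 active = activation above a cutoff set at the mean of all screened compounds plus 3 SD, cut at about 10% in these data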;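 note: 0% = DMSO wells and 100% = sodium butyrate wells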
ssDAF12 agonist – S. stercoralis DAF-12 nuclear receptor activators, primary screen, cell-based, luminescence, HEK293, GRIP1 co-expression, lit1-tk-luc. Nuclear hormone receptor DAF-12 (Strongyloides stercoralis). HEK293 ssDAF-12/GRIP1 lit1-tk-luc reporter; % of 3 µM dafachronic acid response. activation, % at 6.8 µM. hit rate 1% among 370,000. AID 652126, 2013;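 active = activation above the mean over all tested compounds plus 3 SD, cut at about 0.9% in these data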;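 note: 0% = DMSO-only wells and 100% = 3 µM delta7-dafachronic acid wells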
Active calls of the source: *; . = not tested or not shown. Rows are unselected; 7.4% or so of the library scored in one or more.

Sequence of screens: hgDAF-12 ag | SMARCA2 activ | PLCg1 inh | Rev-erbA mod | DAX1 inh-1 | ADAM17 inh | MBD2 inh | DAX1 inh-2 | PLC-beta3 inh | hcDAF-12 act | ssDAF12 agonist
- O=c1oc2cc(OCc3nn[nH]n3)ccc2c2c1CCCC2
→ -0.5 | -2 | -61 | -2 | 0.3 | -138 | 4 | -0.5 | -82 | -1.9 | -1.0
- CCCCN(CCCC)c1nn[nH]n1
→ 1.1 | -6 | -3 | -2 | -0.8 | -6 | 6 | -0.1 | -2 | -0.5 | -0.2
- CCC(CO)NC(=O)c1cc2c(s1)CCC2 (centres undefined)
→ 0.7 | -1 | 8 | -4 | -0.3 | -2 | 2 | 0.8 | 1 | -0.8 | -1.0
- O=C(Nc1nc2c(Br)cc(Br)cc2c(=O)s1)C1CCC1
→ 0.4 | 1 | 0 | 2 | -0.2 | -1 | 4 | 0.1 | -6 | 1.1 | -0.1
- Cn1c(=O)c2[nH]c(NCC3CCCO3)nc2n(-c2ccccc2)c1=O (centres undefined)
→ -1.1 | 0 | 2 | -1 | 0.0 | -1 | 1 | -0.5 | -2 | -0.2 | -0.8
- Cc1cc(OCc2n[nH]c(=S)n2-c2ccccc2)ccc1Cl
→ -1.4 | -1 | -3 | 8 | -0.7 | 4 | -6 | -1.3 | -8 | -0.5 | -1.3
- Cc1c(OCC(=O)NCCN2CCOCC2)ccc2c3c(c(=O)oc12)CCC3
→ -0.3 | 0 | -3 | 5 | -1.6 | -27 | -6 | 0.6 | -8 | -3.0 | -1.1
- COc1ccccc1-c1ccc2c(c1)[C@@H]1C[C@H]3[C@@H](CN1CC2)[C@H](C)ON3C
→ 0.2 | -2 | -6 | 3 | 0.3 | -9 | -6 | . | -8 | -1.8 | -0.9
- COC(=O)C1=C(C(=O)OC)C(c2cc(Br)ccc2O)c2sc(=O)[nH]c2S1 (centres undefined)
→ 1.7 | 0 | -8 | 1 | -0.9 | 0 | -4 | 0.6 | -13 | 2.5 | -1.5
- CCOC(=O)c1sc(NC(=O)CCCn2nc([N+](=O)[O-])cc2C)c(C(=O)OCC)c1C
→ 0.4 | -2 | 1 | 3 | 0.0 | 0 | -2 | -1.5 | 3 | -0.5 | -0.4
- COc1ccc(CCNC(=O)C/C(C)=N/NC(=O)c2ccc([N+](=O)[O-])cc2Cl)cc1OC
→ 0.5 | -1 | 0 | -3 | -0.1 | -1 | -4 | -0.2 | -6 | -0.5 | -1.1
- CC(NC(=O)c1ccc(F)cc1)c1ccccc1 (centres undefined)
→ -0.4 | 0 | 2 | 5 | 0.2 | -4 | 0 | 0.0 | 2 | -0.1 | -1.3
- CC(C)(C)c1ccc(S(=O)(=O)N2CCC(c3nc4ccc(Cl)cc4[nH]3)CC2)cc1
→ -1.0 | -2 | 2 | 2 | -0.1 | 4 | 5 | -0.6 | 4 | -0.1 | -1.8
- O=C1C=CC(=O)N1c1ccc(OC(F)F)cc1
→ 5.1 | -2 | 7 | -1 | 0.8 | -3 | 0 | -0.7 | -10 | 0.6 | 0.0
- CCCCc1cc(=O)oc2cc(C)cc(OC(C)C(=O)NC(Cc3c[nH]c4ccc(O)cc34)C(=O)O)c12 (centres undefined)
→ 1.1 | 2 | -160 | -2 | 0.4 | -92 | 3 | 2.2 | -185 | -0.1 | -1.7
- Cc1[nH]c2ccccc2c1/C=C/C(=O)c1ccccc1
→ 1.4 | 2 | -184 | 5 | -0.5 | -1 | 0 | -1.5 | -194 | 3.5 | 0.1
- CCCn1c(=S)[nH]c2cc(C(=O)N3CCN(c4ccccc4OC)CC3)ccc2c1=O
→ 2.1 | 0 | 8 | 5 | 0.1 | 1 | 2 | -1.6 | 5 | -0.8 | -1.2
- Cc1ccc(N(CC(=O)NC2CCCC2)C(=O)CNC(=O)c2cccs2)c(C)c1
→ 1.3 | 4 | 4 | 1 | -0.1 | 1 | -2 | -1.1 | 0 | -0.4 | -1.3
- CC(=O)NS(=O)(=O)c1ccc(NC(=O)CCC(=O)Oc2ccc(C)cc2)cc1
→ -1.7 | 0 | 2 | -1 | 0.2 | -5 | 1 | -0.8 | -4 | 0.0 | -0.9
- O=C(CC1C(=O)N(c2ccccc2)C(=O)N1Cc1ccco1)Nc1ccccc1 (centres undefined)
→ -2.4 | -6 | -3 | -3 | 0.3 | -5 | -4 | -0.8 | -5 | -0.7 | -1.2
- COc1ccc(CN2C(=O)CSCC2(C)C(=O)NC(C)C)cc1 (centres undefined)
→ -2.2 | -2 | 1 | 3 | -0.1 | -3 | -7 | . | 2 | -1.6 | -0.9
- O=C(NCC1CCCCC1)c1ccc2nc([C@@H]3O[C@H](CO)[C@@H](O)[C@H]3O)[nH]c2c1
→ 4.1 | 6 | 6 | 3 | 0.7 | -1 | 1 | . | 4 | 0.3 | -0.8
- COc1ccc(-c2cc3c(=O)n(CC(=O)NC4CCN(Cc5ccccc5)CC4)ncn3n2)cc1
→ 2.5 | 1 | -5 | 6 | -0.4 | -9 | 3 | 1.9 | -51 | -0.7 | -1.2
- Cc1ccc(S(=O)(=O)N(C)CC(=O)NNC(=O)CCNS(=O)(=O)c2cccc(C)c2)cc1
→ -1.4 | -3 | 1 | -9 | -0.6 | -3 | 2 | 0.3 | -4 | -1.4 | -1.6
- Cc1cccc(C)c1NC(=O)C(=O)c1cn(C)c2ccccc12
→ -1.4 | -3 | 2 | -1 | -0.1 | -3 | -4 | -0.4 | -7 | -0.3 | -1.7
- COc1ccc(NC(=O)c2cc([N+](=O)[O-])ccc2N2CCCCC2)cc1
→ 1.6 | 0 | 2 | -2 | -0.2 | 0 | -1 | 0.2 | 2 | -2.1 | -1.3
- COc1ccc(CNC(=O)c2c[nH]c3ccccc3c2=O)cc1
→ -0.5 | -1 | -5 | 3 | -0.1 | -4 | 1 | -0.8 | -7 | -2.7 | -1.9
- O=c1cc(CN2CCc3ccccc32)c2ccc(O)cc2o1
→ -1.9 | -1 | -178 | -3 | 0.2 | -127 | 0 | -0.2 | -183 | -0.1 | -1.1
- O=C(CSc1nc(O)cc(=O)n1-c1ccc(Cl)c(Cl)c1)Nc1ccc(Cl)cc1Cl
→ 1.0 | -2 | 2 | -8 | -1.4 | -2 | -5 | 0.2 | -5 | -1.5 | -0.1
- Cc1cc([N+](=O)[O-])nn1Cn1nc([N+](=O)[O-])cc1C
→ 3.5 | -3 | 1 | 0 | 1.0 | -1 | -2 | -0.1 | 2 | -1.9 | -0.8
- CCc1c(C(=O)NCCc2ccc(OC)c(OC)c2)[nH]c(C)c1C(C)=O
→ -2.1 | 3 | 0 | 0 | -1.2 | 2 | 0 | -1.3 | 2 | 0.2 | -0.5
- Cc1ccc(C(=O)NCCCNC(=O)c2ccco2)cc1C
→ -1.6 | 3 | 2 | -4 | -0.3 | 0 | -3 | -0.2 | -1 | 0.7 | -0.8
- C[C@H](CO)N1C[C@H](C)[C@H](CN(C)C(=O)Cc2ccccc2)OCc2cnnn2CCCC1=O
→ -2.2 | -6 | 2 | 7 | 0.7 | -3 | 7 | 0.0 | -5 | -1.0 | -0.4
- CCN1C(=O)CC(N2CCN(c3ccc(C(=O)c4ccccc4)cc3)CC2)C1=O (centres undefined)
→ 9.7 | 4 | -28 | -10 | -0.1 | 3 | -7 | -0.5 | -35 | 0.5 | -1.2
- CC(C)Cc1nnc(NC(=O)c2ccc3c(=O)n4c(nc3c2)CCC4)s1
→ -2.8 | -3 | -24 | -2 | -0.2 | 4 | -1 | 0.0 | -48 | -0.2 | -1.2
- COC(=O)[C@H](C(C)C)N(CCCc1cn(Cc2ccc(C)cc2)nn1)S(=O)(=O)c1ccc(F)cc1Br
→ -5.6 | -2 | -3 | -3 | -1.6 | 8 | -5 | . | 0 | -2.0 | -1.8
- Cc1cc(C(=O)OCC(=O)NC2CCCC(C)C2C)c(C)o1 (centres undefined)
→ -0.3 | 2 | -4 | 3 | 0.2 | -7 | 1 | 0.2 | -3 | -1.4 | -0.3
- COC(=O)c1ccc(NC(=O)c2ccccc2-c2ccccc2C(=O)O)cc1
→ 2.4 | -4 | 1 | 0 | 0.1 | -6 | 3 | 0.7 | 4 | 0.0 | -0.7
- Cc1onc(-c2ccccc2Cl)c1C(=O)OCC(=O)Nc1cccc(S(=O)(=O)N(C)C)c1
→ -2.5 | -5 | 2 | 5 | -0.9 | 8 | -1 | -0.5 | -1 | -2.7 | -1.9
- CCCN(CCC)C(=O)CP(=O)(c1ccccc1)c1ccccc1
→ 0.8 | 1 | 3 | 2 | -0.7 | -4 | -6 | -0.3 | 6 | -1.3 | -1.0
- CCOc1ccc(CN(C(=O)c2cc3ccccc3oc2=O)C2CCS(=O)(=O)C2)cc1 (centres undefined)
→ 2.3 | 3 | 0 | 4 | 0.6 | 0 | 1 | 2.7 | -5 | 3.3 | 0.9
- O=S(=O)(c1ccc(F)cc1)N1CCN(CC(O)COCC2CCCO2)CC1 (centres undefined)
→ 2.3 | -3 | 7 | -5 | -0.1 | -3 | 3 | 0.3 | -2 | -1.6 | -1.1
- CC(C)(C)c1cc(NC(=O)c2ccc(OC3CCCC3)cc2)no1
→ 2.5 | 0 | 0 | 0 | 0.8 | -3 | -2 | 1.0 | 2 | 2.1 | -1.3
- CCOC(=O)C(Sc1ncn[nH]1)c1ccccc1 (centres undefined)
→ 0.5 | -3 | 0 | -1 | -1.1 | -5 | 2 | 0.8 | -1 | -1.3 | -0.9
- CCC(C)/C(C)=N/NC(=O)CSc1nc2ccccc2[nH]1 (centres undefined)
→ 1.9 | 4 | -5 | 9 | -0.6 | 1 | 3 | 1.8 | -6 | 3.2 | -0.6
- CC1(C)Oc2ccccc2OC1(O)c1ccc2ccccc2n1 (centres undefined)
→ 0.1 | -1 | 0 | -2 | -0.3 | -2 | 3 | 0.3 | 1 | -0.6 | -0.8
- CCn1cc(/C=C/C(=O)NCc2c(C)nn(C)c2C)cn1
→ 1.4 | -1 | 1 | -3 | -0.3 | -2 | 0 | 0.6 | 5 | -1.6 | -1.4
